SRC3 TRFRET art – counter-screen for PPARgamma SRC-3 recruitment agonists: TR-FRET artefact; PPARgamma/SRC-3 format; hits give high values; TR-FRET ratio at 8 µM; hit rate 0.39% among 99,000; in the data active = TR-FRET ratio above about 2000; note: inactives centre near 1600; reference of the scale not given here
SRC1 TRFRET art – flags TR-FRET format artefacts in PPARgamma SRC-1 recruitment agonist screen | TR-FRET detection artefact counter-screen, emission ratio; hits give high values | hit rate 0.34% among 99,000 | TR-FRET ratio at 8 µM; in the data active = TR-FRET ratio above about 2300; note: inactives centre near 1800; reference of the scale not given here
An asterisk follows results filed as active. Only part of the results is shown; count on the stated rates, not on these rows.

SMILES	SRC3 TRFRET art	SRC1 TRFRET art
CN(C)S(=O)(=O)N1CCC(CO)(CCc2ccccc2)CC1	1469	1631
CN(C)c1cccc(C(=O)N/N=C/c2ccsc2)c1	1506	1912
CCCCCn1c(CN2CC(C)OC(C)C2)nc2c1c(=O)n(C)c(=O)n2C (centres undefined)	1558	1947
O=S1(=O)CCN2C=C(Cl)C=C(Cl)C2=N1	1469	2165
Cc1c(C(=O)OCC2CCCO2)[nH]c2c1C(=O)CC(c1ccc(N(C)C)cc1)C2 (centres undefined)	1706	2072
Cn1c(=O)c(=O)n(C)c2cc(S(=O)(=O)NCCOc3ccccc3Cl)ccc21	1696	1814
CCn1cc(CNC(=O)c2c(-c3c(Cl)cccc3Cl)noc2C)c(C)n1	1399	1741
C=CC[C@H]1Cc2c(cccc2[N+](=O)[O-])[C@H](CC=C)N1	1551	1952
O=C(Cc1cccs1)N/N=C\c1ccc([N+](=O)[O-])s1	1468	1780
Cn1[nH]c(=O)c2ccccc2c1=O	1488	1724
O=C(Nc1nn[nH]n1)c1cccc(Oc2ccccc2)c1	1433	1545
C=CCN(CC=C)CCCOc1ccc(C)cc1OC	1583	1669
Cc1cc(/C=C(\C#N)C(=O)NC2CCCCCC2)c(C)n1C	1839	1599
COc1ccc(-n2nc(C(C)=O)c(=O)[nH]c2=O)cc1	1443	1770
CC(OC(=O)Cc1ccc(Cl)cc1)C(=O)NCCC1=CCCCC1 (centres undefined)	1456	1518
Cn1ncc2c(Nc3ccc(-c4ccccc4)cc3)ncnc21	1706	1698
O=C(Nc1nnc(-c2ccco2)o1)c1ccc([N+](=O)[O-])s1	1654	1662
Cc1[nH]c2ccccc2c1C(=O)C(=O)NCc1ccco1	1669	2059
O=c1[nH]c(N/N=C\c2ccc3c(c2)OCO3)nc2ccccc12	1693	1590
O=S(=O)(NCCc1cn2ccccc2n1)c1ccc2c(c1)CCCC2	1572	1627
CCc1ccccc1OCCCCCNCCO	1551	1959
O=C(CN1CCCCCCC1)Nc1cc(Cl)cc(Cl)c1	1491	1467
Cc1ncoc1C(=O)N1CCCC(C(=O)c2cccc(C(F)(F)F)c2)C1 (centres undefined)	1513	1835
CCOc1cc(CO)cc(Br)c1OCC(N)=O	1614	1880
CCOC(=O)N1CCC(N2CCCC(CO)(Cc3ccccc3C)C2)CC1 (centres undefined)	1582	1754
O=C(/C=C/c1ccc(S(=O)(=O)NCc2ccco2)cc1)N1CCN(c2ccccc2)CC1	1434	1595
O=C(O)c1ccc(N/N=C/c2ccc3c(c2)OCO3)cc1	1529	1710
O=C(CCCN1C(=O)c2cccnc2C1=O)Nc1ccccc1F	1458	1527
Cc1cccc(N2CCN(C(=O)CCNS(=O)(=O)c3ccc4c(c3)CCC(=O)N4)CC2)c1C	1615	1986
CCOC(=O)c1sc(NC(=O)COC(=O)Cn2cnc3ccccc32)c(C(=O)OCC)c1C	1524	1921
COCCCNc1nc2nonc2nc1N1CCN(C2CCCC2)CC1	1495	1707
COCc1cc(C)nc(SCC(=O)Oc2ccc(Cl)cc2)c1C#N	1640	1697
COc1cccc(NC(=O)CNC(=O)c2ccc(C)cc2)c1	1444	1814
CC(C)CNC(=O)Cn1nc(C(F)(F)F)c2c1CCCC2	1390	1917
CN(C)C(=O)COC(=O)/C=C/c1cn(-c2ccccc2)nc1-c1cccs1	1778	1776
O=C(Nc1nc(-c2ccc(Cl)cc2Cl)cs1)C1CCCO1 (centres undefined)	1714	1750

Some of these compounds in order of length of the SMILES, highest first:
SMILES	SRC3 TRFRET art	SRC1 TRFRET art
Cc1cccc(N2CCN(C(=O)CCNS(=O)(=O)c3ccc4c(c3)CCC(=O)N4)CC2)c1C	1615	1986
O=C(/C=C/c1ccc(S(=O)(=O)NCc2ccco2)cc1)N1CCN(c2ccccc2)CC1	1434	1595
CCOC(=O)c1sc(NC(=O)COC(=O)Cn2cnc3ccccc32)c(C(=O)OCC)c1C	1524	1921
CN(C)C(=O)COC(=O)/C=C/c1cn(-c2ccccc2)nc1-c1cccs1	1778	1776
Cc1ncoc1C(=O)N1CCCC(C(=O)c2cccc(C(F)(F)F)c2)C1 (centres undefined)	1513	1835
O=c1[nH]c(N/N=C\c2ccc3c(c2)OCO3)nc2ccccc12	1693	1590
O=S(=O)(NCCc1cn2ccccc2n1)c1ccc2c(c1)CCCC2	1572	1627
COCc1cc(C)nc(SCC(=O)Oc2ccc(Cl)cc2)c1C#N	1640	1697
O=C(CCCN1C(=O)c2cccnc2C1=O)Nc1ccccc1F	1458	1527
CC(C)CNC(=O)Cn1nc(C(F)(F)F)c2c1CCCC2	1390	1917
O=C(CN1CCCCCCC1)Nc1cc(Cl)cc(Cl)c1	1491	1467
CCOc1cc(CO)cc(Br)c1OCC(N)=O	1614	1880
CCc1ccccc1OCCCCCNCCO	1551	1959

Following part
SMILES	SRC3 TRFRET art	SRC1 TRFRET art
COc1ccc(/C=C/C(=O)c2ccccc2)c(OC)c1	1462	1712
O=C(Cc1ccc(Cl)cc1)Nc1ccccc1C(=O)Nc1ccc(C(=O)O)cc1	1500	1840
CCN1C(=O)c2ccc(-c3nc4ccccc4c(=O)o3)cc2C1=O	1470	1868
O=c1c2ccccc2ncn1Cc1cccc2ccccc12	1618	2100
Nc1cc(N)nc(SCC(=O)c2ccc3c(c2)NC(=O)CO3)n1	1659	1720
C=CCN1C(=O)C(C)S/C1=N\S(=O)(=O)c1ccc(Cl)cc1 (centres undefined)	1622	1824
CCC(C(=O)NC1CCCCC1)n1c(SCc2ccc(F)cc2)nc2ccncc21 (centres undefined)	1857	1820
CC(C)(C)NC(=O)c1cccc2c1OC(C)(C)C2	1405	1794
Cc1nc(C(C)NC(=O)CCc2nnc(Cc3c[nH]c4ccccc34)o2)cs1 (centres undefined)	1697	1848
Cc1ccc(-n2c(SCC(N)=O)nc3c([nH]c4ccccc43)c2=O)cc1	1719	2073
COC(=O)c1ccc(CNC(=O)CSC2=NCCS2)cc1	1560	1652
CC(=O)NNc1ncnc2c1cnn2-c1ccc(C)c(Cl)c1	1780	1732
Cc1ccc(C(=O)N2N=C3c4ccccc4S(=O)(=O)N3[C@H]2N(C)C)cc1	1603	2015
CCCOc1ccc(C(=O)C(CCC(CNCC)C(=O)c2ccc(OCCC)cc2)CNCC)cc1 (centres undefined)	1535	1705
COc1ccccc1Oc1ccc(N/C=C/C(=O)c2ccc(C)o2)cc1	1532	1966
CC(C)C(C)NC(=O)COc1ccc(S(=O)(=O)N2CCOCC2)cc1[N+](=O)[O-] (centres undefined)	1497	1860
COc1ccccc1C(=O)Nc1ccc2c(c1)nc1n2CCN(Cc2ccccc2)C1	1503	1768
O=C1NC(=S)S/C1=C/c1ccc(Oc2cnccn2)cc1	1623	1842
Cc1ccc2c(ccc[n+]2CC(=O)c2ccccc2)c1	1384	1532
Cc1ccc(C(=O)NN2C(=O)C3C(C2=O)C2C=CC3C23CC3)cc1 (centres undefined)	1453	1784
O=C(NN=C1CCN(Cc2ccccc2)CC1)c1cc(Br)ccc1O	1838	1618
COc1cc(C(=O)Nc2nc(-c3ccc(C)cc3)cs2)ccc1OCC(=O)N1CCOCC1	1785	1949
Cc1cc(C(=O)CSc2nnnn2-c2ccc(O)cc2)c(C)n1Cc1ccc2c(c1)OCO2	1553	1979
O=C(C1CCCN(S(=O)(=O)c2ccccc2[N+](=O)[O-])C1)N1CCCC1 (centres undefined)	1446	1926
CC1=CC(C)(C)N(C(=O)CN2C(=O)CCC2=O)c2ccc(C)cc21	1669	1904
COc1ccc(-c2[nH]c(-c3ccc(F)cc3)nc2SCC(=O)NC2CCCC2)cc1	1626	1730
O=C(C1=C[C@H](C2CC2)C[C@H](OCc2ccc(CO)cc2)O1)N1CCOCC1	1537	1794
O=C(CN1CC(=O)Nc2ccccc21)NCCc1ccc(Cl)cc1Cl	1563	1661
O=C(NC1CCCC1)C(c1ccc(Cl)cc1)N(Cc1ccc(F)cc1)C(=O)CCl (centres undefined)	1723	1766
COc1ccc(Sc2ncnc3onc(C)c23)cc1	1252	1697
CCn1c(C)nc2cc(C(=O)NNC(=S)Nc3ccc(OC)cc3)ccc21	1663	1877
O=C(NC(=S)Nc1ccc(Cc2ccncc2)cc1)c1ccccc1F	1595	1830
O=C(CCc1ccc(S(=O)(=O)NCCc2ccccc2)cc1)Nc1ccc2c(c1)OCCO2	1709	1576
COc1ccc(S(=O)(=O)NCCc2nnc3ccc(SCC(=O)Nc4cc(C)on4)nn23)cc1	1575	1761
Cc1ccc(-n2c(N)c(Br)c(=O)[nH]c2=O)cc1C	1530	1838
COc1ccc(C(=O)Nc2ccccc2N2CCCCC2)cc1[N+](=O)[O-]	1279	1398
CCC(=O)N1CCc2cc(Br)cc(S(=O)(=O)NCC3CCCO3)c21 (centres undefined)	1454	1729
CCOC(=O)c1c(C)nc(C(Cl)(Cl)Cl)nc1N	1733	2016
Fc1cc(Cl)ccc1NC(=S)NCCN1CCOCC1	1545	1815
O=C(COC(=O)c1cc2ccccc2cc1O)Nc1cccnc1Cl	1730	1820
O=C1CSC(c2ccc([N+](=O)[O-])cc2)N1CCN1CCCCC1 (centres undefined)	1802	1962
O=C(CSc1ccc(-c2cccnc2)nn1)c1ccc([N+](=O)[O-])cc1	1570	1761
O=C(CCc1ccccc1)Nc1ncc([N+](=O)[O-])s1	1832	1811
Cc1cc(C)c(NC(=O)C2CCC(=O)N2)c(C)c1 (centres undefined)	1540	1630
COc1ccccc1NS(=O)(=O)c1cccc(C(=O)N/N=C/c2ccc(OCC(=O)O)cc2)c1	1508	1945
COc1cccc(CC(=O)Nc2nc3ccccc3[nH]2)c1	1418	1864
O=C(CS(=O)(=O)Cc1ccccc1)Nc1ccc(S(=O)(=O)N2CCOCC2)cc1	1632	1742
c1ccc(-c2ccccc2OCCCN2CCCC2)cc1	1289	1608

Sorted by count of non-hydrogen atoms (rising): some entries from above.
SMILES	SRC3 TRFRET art	SRC1 TRFRET art
O=C1CSC(c2ccc([N+](=O)[O-])cc2)N1CCN1CCCCC1 (centres undefined)	1802	1962
O=C(CSc1ccc(-c2cccnc2)nn1)c1ccc([N+](=O)[O-])cc1	1570	1761
COc1ccccc1NS(=O)(=O)c1cccc(C(=O)N/N=C/c2ccc(OCC(=O)O)cc2)c1	1508	1945

Additional results
SMILES	SRC3 TRFRET art	SRC1 TRFRET art
CCCCNS(=O)(=O)c1ccc2nc(-c3cccnc3)cc(C(=O)NCCCN(CC)CC)c2c1	1683	1641
O=C(Nc1cccnc1)c1ccc(CSc2ccccc2)cc1	1465	2026
C=C(C)C1(O)OC(=O)C=C1OC (centres undefined)	1589	1732
O=C(Cc1ccc([N+](=O)[O-])cc1)N/N=C/c1ccc([N+](=O)[O-])o1	1717	1845
O=[N+]([O-])c1ccc(NC(=S)N2CCc3ccccc3C2)cc1	1385	1921
CCN(C(=O)COC(=O)c1cc(OC)c(OC)cc1[N+](=O)[O-])C1CCS(=O)(=O)C1 (centres undefined)	1560	1684
COc1ccccc1-c1nc2ccccc2c(=O)n1NC(=O)c1cccs1	1429	1709
O=S(=O)(NCC(c1ccco1)N1CCN(c2ccccc2F)CC1)c1ccc2c(c1)OCCO2 (centres undefined)	1568	1503
COc1ccc(N2C(=O)c3ccccc3NC2(C)C)cc1	1323	1697
Cc1ccc(-n2nc3c([n+]2[O-])CCc2nonc2-3)cc1	1555	1891
Cc1cccc([N+](=O)[O-])c1NC(=O)CN(Cc1ccccc1)Cc1ccccc1	1649	1796
CC(C)(C)c1ccc(/C=C/C(=O)N2CCOCC2)cc1	1523	1890
COC(=O)CC(=O)Cc1nc(N)nc(Nc2ccc(C)c(C)c2)n1	1697	1600
CCCCNS(=O)(=O)c1ccc(OCC(=O)OC)cc1	1507	1670
C=CCOC(=O)C1=C[C@@H](c2coc3ccccc3c2=O)[C@H](CCCO)[C@@H](OCC)O1	1494	1625
Cc1c(-c2ccccc2)n[nH]c1C(=O)N=Nc1c(O)[nH]c2ccccc12	1671	2115
Cc1ccnc(NC(=O)C(C)N2C(=O)c3ccccc3C2=O)c1 (centres undefined)	1836	1658
Cc1ncc([N+](=O)[O-])n1Cc1ccc(Br)cc1	1791	1795
CCn1c(COc2cccc(OC)c2)nnc1SCC(=O)Nc1cc(OC)ccc1OC	1544	1545
O=C1C2C(c3ccccc3)C=CC(c3ccccc3)C2C(=O)N1c1cccnc1 (centres undefined)	1856	1737
C=CCn1c(=NC(=O)c2ccco2)sc2cc(C(=O)OCC)ccc21	1417	1703
Cc1ccc(-n2c(-c3ccncc3)n[nH]c2=S)cc1	1426	2001
CC(NC(=O)C(=O)N/N=C\c1cccc([N+](=O)[O-])c1)c1ccccc1 (centres undefined)	1727	2070
O=S1(=O)CCN(OCc2ccc(Cl)cc2)CC1	1727	1829
COc1ccc(CCNC(=O)COC(=O)Cc2cccc3ccccc23)cc1	1693	1675
COc1cc(NS(=O)(=O)c2ccc(NC(=S)NC(=O)c3ccco3)cc2)ncn1	1603	1771
Cc1c(N=C2NC(=O)/C(=C/c3cccc([N+](=O)[O-])c3)S2)c(=O)n(-c2ccccc2)n1C	1602	1858
CCn1ccnc1CN(C)Cc1nc(-c2cccc(Cl)c2)no1	1615	1638
O=C(CN1C(=O)CSCC1=O)NCc1ccc(F)cc1	1709	1684
Cc1ccc(NC(=O)c2oc(=O)c3ccccc3c2-c2ccccc2)c(C)c1	1708	1782
CCN(CC)S(=O)(=O)c1ccc2nnn(O)c2c1	1428	1627
COc1ccc(C(=O)NN=C(Cc2ccccc2)Cc2ccccc2)cc1OC	1606	1682
COc1cccc(NC(=O)C2CCCN2C(=O)OCc2ccccc2)c1 (centres undefined)	1330	1876
S=c1[nH]nc(-c2ccncc2)n1/N=C/c1cccc2ccccc12	1364	1853
COc1cc(OC)c(NC(=O)c2ccc3c(SCC(=O)O)c4c(nc3c2)CCCC4)cc1Cl	1809	1995
CCCCn1c(O)c(/C=C2\C=NN=C2c2ccccc2)sc1=S	1360	1623
Oc1ccc(N2CCN(Cc3ccc(OCCCN4CCCCC4)cc3)CC2)cc1	1672	1705
CC/C(=N/O)C(=O)c1ccc(Br)cc1	1786	1819
COc1ccc(C(=O)Nc2sc3c(c2C#N)CCN(C(C)=O)C3)cc1	1570	1706
